Bioassay records deposited in PubChem by National Center for Advancing Translational Sciences (NCATS).
BLM inh = inhibitors of human Bloom syndrome helicase BLM; P54132; recombinant BLM DNA unwinding, fluorescence dequenching; Potency, µM (top dose mostly 56.1 µM), inactives show at the highest dose activity change, negative = inhibition, most hits filed as inhibitors; 350,000 tested, 0.2% active;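 note: potency is the fitted concentration of half-maximal effect; plate controls were vehicle for no effect and no enzyme for full effect; nearly all actives have a fitted effect of over 35% in size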
POLI inh = blocks human DNA polymerase iota activity; Q9UNA4; Pol iota fluorescent replication assay, 10 min; Potency, µM (doses to about 115 µM), for the others: at the highest dose activity, negative = inhibition, usual class: inhibitors; 390,000 tested, 1% active; note: potency is the fitted concentration of half-maximal effect
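Fluorescent replication assay read twice, at 0 min and 10 min after adding 50 nM (final) substrate. Enzyme (10 nM) and compounds were first incubated 15 min at room temperature; enzyme-free buffer wells were negative controls.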
POLK inh = blocks human DNA polymerase kappa activity. Q9UBT6. 400,000 tested, 0.53% active. Potency, µM (top dose mostly 107 µM), for the others: at the highest dose activity, negative = inhibition, most hits filed as inhibitors. purified Pol kappa, fluorescent DNA synthesis assay, 10 min; note: potency is the fitted concentration of half-maximal effect; % is set by controls: 0 for no effect and ±100 for the full control effect
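Activity was followed as the change in fluorescence between reads at 0 and 10 min after starting the reaction with 50 nM substrate. Beforehand, 10 nM polymerase had been preincubated with compound for 15 min at room temperature.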
12-LOX inh = inhibitors of human 12S-lipoxygenase ALOX12 | AID 1671190 | purified 12hLO, xylenol orange hydroperoxide absorbance | 580,000 tested, 1.1% active | P18054 | Potency, µM (titrated, usually from 108 µM), for the others: at the top dose activity change, negative = inhibition, actives largely listed as inhibitors; note: potency is the fitted concentration of half-maximal effect; % is set by controls: 0 for no effect and ±100 for the full control effect
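Purified human 12hLO at 150 nM in 25 mM Hepes, 0.01% Triton X-100, pH 7.0, preincubated 15 min at room temperature with compound. Reaction started with 40 uM arachidonic acid, 30 min at room temperature. Hydroperoxide measured by Fe-xylenol orange, 573/405 nm absorbance ratio.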
Apoferritin bind = binds horse apoferritin like a general anesthetic. P02791. apoferritin/1-aminoanthracene competitive binding, fluorescence. Potency, µM (series often up to 77.5 µM), for inactives: top-dose activity change, negative = displacement, actives largely listed as inhibitors. 350,000 tested, 0.074% active; note: potency is the fitted concentration of half-maximal effect; % is set by controls: 0 for no effect and ±100 for the full control effect; nearly all actives have a fitted effect of over 20% in size
Target sequence (P02791 2-175 limits assumed): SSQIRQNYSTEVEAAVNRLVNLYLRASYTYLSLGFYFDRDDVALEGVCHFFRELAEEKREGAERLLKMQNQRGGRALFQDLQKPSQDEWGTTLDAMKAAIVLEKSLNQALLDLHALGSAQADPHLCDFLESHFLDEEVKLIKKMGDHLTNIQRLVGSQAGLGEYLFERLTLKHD
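In PBS, apoferritin at 10 uM is loaded with 1-AMA from a 50% saturated solution. After 10 min of compound exposure at ambient temperature, reduced 535 nm fluorescence indicates probe displacement.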
POLB inh = blocks human DNA polymerase beta activity; P06746; Pol beta primer extension/strand displacement, fluorescence kinetic; Potency, µM (series often up to 114 µM), without a hit: top-dose activity change, negative = inhibition, hits mostly inhibitors; 340,000 tested, 1.3% active; AID 485314; note: potency is the fitted concentration of half-maximal effect; % is set by controls: 0 for no effect and ±100 for the full control effect
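Human Pol beta at 10 nM; strand-displacement substrate 50 nM final. Compound exposure 15 min at room temperature before start, reaction 10 min at room temperature.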
APEX1 inh = APE1 (human) endonuclease inhibition. recombinant APE1, TAMRA/BHQ-2 abasic DNA cleavage fluorescence. Potency, µM (top dose mostly 65.8 µM), inactives show top-dose activity change, negative = inhibition, usual class: inhibitors. 350,000 tested, 0.35% active;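 note: potency is the fitted concentration of half-maximal effect; plate controls were vehicle for no effect and reference inhibitor for full effect; nearly all actives have a fitted effect of over 55% in size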
Target sequence (P27695 whole entry, looked up): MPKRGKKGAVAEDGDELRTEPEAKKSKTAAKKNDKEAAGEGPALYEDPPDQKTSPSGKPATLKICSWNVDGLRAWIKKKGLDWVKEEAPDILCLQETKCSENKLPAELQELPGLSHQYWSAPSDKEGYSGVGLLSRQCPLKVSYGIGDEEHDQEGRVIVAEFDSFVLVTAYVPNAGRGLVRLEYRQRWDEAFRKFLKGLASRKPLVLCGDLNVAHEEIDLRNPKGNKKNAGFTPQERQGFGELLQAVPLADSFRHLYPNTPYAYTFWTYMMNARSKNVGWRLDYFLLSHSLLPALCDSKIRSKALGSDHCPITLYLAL
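Endonuclease cleavage of a quenched abasic-site DNA duplex (50 nM) by APE1 (0.75 nM) was tracked by TAMRA dequenching. Compounds were preincubated with enzyme 15 min at room temperature; data normalized to buffer-only and DMSO wells plus NSC13755 control.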
TRHR agonist = TRH receptor (human) agonism; P34981; TRHR cells, calcium flux fluo-8, FDSS agonist mode; activation, % at 2 µM; 360,000 tested, 0.18% active; AID 493084; in the data active = activation above about 30%; note: 0% is about no effect
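In this calcium-flux screen, cells bearing human TRHR are dye-loaded with fluo-8, baselined for 10 cycles, then exposed to library compounds; positive kinetic calcium responses during the agonist phase mark hits, with TRH as control.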
ERG Ets-DNA blk = blocks human ERG Ets domain binding to DNA. 370,000 tested, 0.028% active. Potency, µM (highest dose often 76.9 µM), for inactives: top-dose FP activity, negative = inhibition, usual class: inhibitors. P11308. fluorescence polarization, His-ERG Ets domain / labelled DNA. AID 624246; active = well fitted inhibition curve with a large enough effect in the polarisation, with a control signal flat; inconclusive = small, poorly fitted or top-dose-only effect, or effect the other way, or a change in a side signal; inactive = no such curve, though single readings can be large or run the other way; the % refers to the polarisation;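 note: polarization taken with two DNA probes labelled with fluorescein and Texas red; potency is the fitted concentration of half-maximal effect; % of control where 0% means no effect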
Target sequence (P11308 whole entry, looked up, the tested form may be a part): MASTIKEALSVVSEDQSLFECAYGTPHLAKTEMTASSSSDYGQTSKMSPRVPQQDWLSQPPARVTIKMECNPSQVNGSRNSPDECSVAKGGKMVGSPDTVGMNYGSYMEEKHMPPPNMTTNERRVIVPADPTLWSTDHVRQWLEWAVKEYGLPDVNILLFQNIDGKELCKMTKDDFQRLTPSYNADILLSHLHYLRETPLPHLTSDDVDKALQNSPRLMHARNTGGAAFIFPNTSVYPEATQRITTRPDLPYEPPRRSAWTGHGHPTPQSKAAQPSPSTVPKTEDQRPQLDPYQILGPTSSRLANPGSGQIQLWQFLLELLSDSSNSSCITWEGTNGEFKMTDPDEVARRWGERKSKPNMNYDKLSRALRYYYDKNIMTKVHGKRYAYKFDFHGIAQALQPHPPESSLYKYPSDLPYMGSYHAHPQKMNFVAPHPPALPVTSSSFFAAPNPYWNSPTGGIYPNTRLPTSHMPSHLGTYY
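His-tagged ERG Ets domain (1 uM in the protein solution; 300mM KCl, 50mM Tris-HCl, 1mM EDTA, 1mM DTT, pH 7.5) received compound, then a probe mix of 5 nM fluorescein-DNA and 100nM Texas-615-DNA. Fluorescence polarization was read for both dyes.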
An asterisk follows results filed as active; ? = inconclusive; nt = no result given; & = joins results of further samples; [ ] = another dose, or the depositor's remark. Unless noted, calls come from the whole dose curve; as a rule, active = well fitted curve in the direction sought with a large enough effect; inconclusive = small, poorly fitted or top-dose-only effect, or another doubt; inactive = no such curve, though single readings can be large; an effect the other way counts as inactive or inconclusive.

SMILES | BLM inh | POLI inh | POLK inh | 12-LOX inh | Apoferritin bind | POLB inh | APEX1 inh | TRHR agonist | ERG Ets-DNA blk
O=C(NC1CCCC1)C(c1cccnc1)N(C(=O)c1ccco1)c1ccc(F)cc1 (stereo not drawn) | 2% | -16% | -25% | 18% | -11% | 4% | -10% | -0.3 | -10%
COc1cccc(Nc2nc(-c3ccc(O)cc3)cs2)c1 | -8% | -25%[58.9 µM] | -6% | ? | ? | 0% | -11% | -0.2 | 5%
O=C(N/N=C/c1ccc(Cl)c([N+](=O)[O-])c1)c1ccc2nc[nH]c2c1 | -15% | -3% | -15% | 38%[activator] | -9% | 40µM* | -4% | 0.3 | 6%
Cc1ccc(-c2nc(CSc3nc4ccccc4c(=O)n3CCO)cs2)cc1 | -12% | 5% | -7% | -3% | -19% | -19% | 0% | -0.4 | 8%
CC(C)(C)OC(=O)NN1CC(=O)N2Cc3[nH]c4ccccc4c3C[C@H]2C1=O | 0% | 14% | 5% | 9% | -10% | -3% | 56%[activator] | 0.5 | 10%
CCCc1sc(N/N=C/c2ccccn2)nc1-c1ccc(F)cc1 | -13% | 28% | -13% | nt | -11% | 5% | 10% | -0.5 | nt
CCOC(=O)c1ccc(Nc2cc(-c3ccccc3)nc(C)n2)cc1 | -12% | 6% | -6% | 7% | 10% | 18% | nt | 0.9 | 11%
CCOC(=O)N1CCN(S(=O)(=O)c2ccc(OC)c3ccccc23)CC1 | -5% | 1% | -5% | 9% | 0% | -28% | -1% | 0.7 | -7%
Cc1cc(C(=O)CN2C(=O)CN(C)C2=O)c(C)n1-c1cccc(S(=O)(=O)N2CCOCC2)c1 | 0% | 8% | -10% | ? | -8% | -20% | 3% | -0.4 | 2%
COC(=O)c1ccccc1NC(=O)Nc1cccc(C)n1 | -3% | 9% | 10% | -4% | -5% | 49% | 2% | -0.9 | -5%
CCOC(=O)Cc1c(C)c2c(O)cc(O)cc2oc1=O | -1% | 35%[activator] | -8% | 3% | 459%[activator] | 3% | -2% | -0.1 | -16%
Cc1cccc(NC(=O)C(Cc2ccccc2)n2cccc2)c1C (stereo not drawn) | -3% | 13% | 11% | 0% | -6% | 18% | nt | 0.1 | 0%
Cc1cccc(OCC(=O)NCC2CCCO2)c1C (stereo not drawn) | 2% | 0% | -10% | -6% | -10% | ? | 1% | -0.1 | 3%
Cc1ccc(NC(=O)CCCn2nc(C)c3c(C)n(-c4ccccc4)nc3c2=O)c(Cl)c1 | -10%&2% | 6%&9% | -2%&5% | 11%&-16% | -2%&1% | 17%&3% | 19% | 0.9&-1.1 | -8%&6%
CCOC(=O)c1ccc(NC(=O)CSc2nc(C)nc3c2c(=O)n(C)c(=O)n3C)cc1 | 4% | -6% | -21% | 11% | -1% | -1% | -3% | -0.2 | -1%
O=C(Cc1c[nH]c2ccccc12)OCC(=O)c1ccccc1 | -8% | 6% | 0% | 105% | ? | 24% | -2% | -0.3 | -6%
CCOC(=O)COc1coc(CN2CCN(c3ccccc3)CC2)cc1=O | -2% | 0% | -16% | 3% | -6% | 2% | 11% | 0.7 | 10%
COc1ccccc1C(=O)Nc1ccc2c(c1)OCO2 | -1% | 22% | -2% | -6% | -12% | 0% | 1% | 0.1 | 4%
CCOc1cc(NS(=O)(=O)c2ccc(NC(C)=O)cc2)c(OCC)cc1NC(=O)C(C)C | -4% | 10% | 7% | -21% | -8% | -1% | 0% | -0.3 | -14%
O=C(NC1CCN(Cc2ccccc2)CC1)c1ccccc1NS(=O)(=O)c1ccc(F)c(F)c1 | nt | -14% | 1% | 6% | nt | nt | nt | nt | 2%
O=C(COc1cccnc1[N+](=O)[O-])Nc1ccc(Cl)c(S(=O)(=O)N2CCOCC2)c1 | -2% | 41%[activator] | -4% | 5% | -4% | 29% | -5% | 0.5 | -7%
CN(CC(=O)Nc1c(Cl)cccc1Cl)C(=O)CCCN1C(=O)c2ccccc2C1=O | -14% | -6% | 8% | 6% | -15% | 1% | 4% | -0.5 | -9%
CC[C@]12c3[nH]c4ccc(Cl)cc4c3CCN1C(=O)[C@@H](CC(=O)NCc1cccc(C(F)(F)F)c1)C[C@@H]2C(=O)N1CCN(C(=O)c2ccco2)CC1 | nt | -11% | -7% | -144% | nt | nt | -33% | nt | 1%
O=C(CCl)Nc1ccc(N2CCCCCC2)cc1 | 1% | 12% | -21% | ? | ? | 9% | -4% | 0.7 | -3%
CC(=O)NN1C(=O)c2ccc(Oc3cccc([N+](=O)[O-])c3)cc2C1=O | 0% | ? | -17% | 19% | -16% | 35% | 3% | nt | nt
SMILES | BLM inh | POLI inh | POLK inh | 12-LOX inh | Apoferritin bind | POLB inh | APEX1 inh | TRHR agonist | ERG Ets-DNA blk
CN1CCN(C2CCN(c3cccc(Cl)c3)CC2)CC1CCO (stereo not drawn) | 0% | 21% | 2% | -23% | -9% | -3% | 20% | 0.1 | 4%
COc1ccc(NS(=O)(=O)c2cc(N/C(=N\S(=O)(=O)c3ccccc3)c3ccc(F)cc3)ccc2Cl)cc1 | -9% | 33%[activator] | -17% | 0% | 8% | 19% | -9% | 1.3 | nt
CC1(C)Cc2cccc(OCC(=O)Nc3ccc(OCC(N)=O)cc3)c2O1 | -2% | 27% | -22% | -15% | -4% | 19% | -3% | -0.3 | 0%
Nc1nc(NCCc2ccccc2)nc(NCc2ccccc2)c1[N+](=O)[O-] | -1% | ? | -10% | 0% | -1% | -11% | -24% | -0.4 | 5%
O=[N+]([O-])c1ccc2c(c1)[nH]c(=S)n2-c1ccccc1 | -12% | 72%[activator] | -14% | -23% | -14% | 8% | 3% | -0.5 | -4%
CCOc1ccc(-c2ccc(SCC(=O)NCC3CCCO3)nn2)cc1 (stereo not drawn) | -5% | 79%[activator] | 1% | 0% | -13% | -2% | 2% | -0.7 | -2%
O=C(OCC#CCSc1nnc(-c2cccc3ccccc23)o1)c1ccc2ccccc2c1 | nt | 0% | -2% | 1% | nt | nt | 13%&11% | 0.5 | nt
Cc1ccc(S(=O)(=O)N2CCCCC2)cc1NC(=O)CSc1nnc(N)s1 | -3% | -18% | -14% | 3% | 5% | -1% | -4% | 0.0 | -2%
S=C(NCc1ccccc1)NCc1ccc(Cl)cc1 | -6% | 16% | -4% | ? | -14% | 0% | 2% | 0.1 | -5%
CC(=O)c1cccc(N2C(=O)CC(N3CCN(S(=O)(=O)c4ccccc4F)CC3)C2=O)c1 (stereo not drawn) | nt | ? | -34% | 2% | nt | nt | -2% | nt | 0%
Cc1ccc2nc(N3CCN(C(=O)c4cccs4)CC3)c(C#N)cc2c1 | -5% | -11% | -10% | ? | -10% | 3% | 1% | -0.7 | -14%
CC(=O)c1cccc(NS(=O)(=O)c2ccc(N/C=C/C(=O)c3ccc(F)cc3)cc2)c1 | -10% | 140%[activator] | -6% | -19% | -9% | 0% | 4% | -0.7 | 0%
Cc1oc2cc3oc(=O)c(CCC(=O)NC4CC4)c(C)c3cc2c1C | 3% | 11% | 5% | 1% | -6% | 5% | 15% | -0.6 | 1%
COc1cc(NC(=O)COc2ccc(-n3cnnn3)cc2)c(OC)cc1Cl | -3% | -51% | -25% | -7% | -8% | -28% | -7% | 0.4 | -8%
C=CCOCCN1C(=O)C2C3C=CC(C2C1=O)C1C2C(=O)N(CCOCC=C)C(=O)C2C31 (stereo not drawn) | -14% | 28µM* | ? | -3% | -5% | ? | ? | -0.2 | 3%
CN(C)S(=O)(=O)Oc1ccccc1C(=O)Nc1ccc(F)cc1F | -3% | 69%[activator] | -11% | -5% | -5% | 11% | 26% | 0.1 | 2%
O=C(Nc1ccccc1NC(=O)C1CCCO1)c1ccco1 (stereo not drawn) | -6% | 11% | -13% | -2% | -6% | -15% | 2% | 0.8 | 6%
CC1(C)CC(NC(=O)C2CCN(S(=O)(=O)c3ccc(Cl)c(C(F)(F)F)c3)CC2)CC(C)(C)N1 | nt | 5% | 3% | 373%[activator] | nt | nt | nt | nt | 1%
COc1cccc(C(=O)/C=C/Nc2ccc(S(=O)(=O)Nc3ncccn3)cc2)c1 | 1% | 12% | 2% | -29% | -12% | 71% | 0% | 1.4 | -8%
Cc1ccc(S(=O)(=O)c2c(C)nn(C(C)(C)C)c2OC(=O)c2cccs2)cc1 | -11% | 7% | -14% | 2% | -16% | 17% | -3% | -0.6 | -8%
CC(NC(=O)C1CC12CCC2)c1ccccc1 (stereo not drawn) | -1% | -2% | 4% | -8% | -9% | 2% | -4% | -0.6 | -8%
Cc1ccc(C(=O)NC(=S)N2CC(C)OC(C)C2)cc1[N+](=O)[O-] (stereo not drawn) | 0% | 12% | -2% | -7% | -13% | 13% | -1% | -0.8 | -2%
COc1ccc2oc(-c3cccc(NC(=O)CSc4ccc(Cl)cc4)c3)nc2c1 | -3% | -5% | 2% | -17% | -4% | 0% | 2% | 1.4 | -6%
COc1ccc(C(=O)N(C)C2CCCN(Cc3ccccc3F)C2)cc1C (stereo not drawn) | 2% | -13% | -6% | 4% | -20% | -4% | 4% | 0.3 | 12%
NC(=O)CSc1nc2ccccc2c(=O)n1-c1ccccc1 | -6% | 195%[activator] | -4% | ? | -1% | 20% | -5% | 0.1 | 7%

Record cards, as listed above. Screens in order: BLM inh	POLI inh	POLK inh	12-LOX inh	Apoferritin bind	POLB inh	APEX1 inh	TRHR agonist	ERG Ets-DNA blk
Entry for CC(NC(=O)C1CC12CCC2)c1ccccc1 (stereo not drawn) = -1%	-2%	4%	-8%	-9%	2%	-4%	-0.6	-8%
Entry for COc1ccc2oc(-c3cccc(NC(=O)CSc4ccc(Cl)cc4)c3)nc2c1 = -3%	-5%	2%	-17%	-4%	0%	2%	1.4	-6%

This is a subset; the hit share may differ from the screen's.
